Assay outcomes deposited in PubChem by National Center for Advancing Translational Sciences (NCATS).
ALOX12 inh: ALOX12 (human) lipoxygenase inhibition; P18054; purified 12hLO, xylenol orange hydroperoxide absorbance; Potency, µM (top dose mostly 108 µM), without a hit: at the top dose activity change, negative = inhibition, hits mostly inhibitors; 1.1% of 580,000 active; note: potency is the fitted concentration of half-maximal effect; % is set by controls: 0 for no effect and ±100 for the full control effect
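Hydroperoxide product was detected by ferrous iron/xylenol orange as the 573 to 405 nm absorbance ratio. Arachidonic acid at 40 uM (final) was turned over for 30 min at room temperature by 150 nM human 12hLO, pH 7.0 Hepes buffer, after 15 min compound preincubation.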
Pol kappa inh: DNA polymerase kappa (human) inhibition; 0.53% of 400,000 active; Potency, µM (titrated, usually from 107 µM), without a hit: at the highest dose activity, negative = inhibition, hits mostly inhibitors; purified Pol kappa, fluorescent DNA synthesis assay, 10 min; Q9UBT6; note: potency is the fitted concentration of half-maximal effect; % is set by controls: 0 for no effect and ±100 for the full control effect
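Kinetic fluorescence screen: compound preincubated 15 min RT with 10 nM enzyme; 50 nM substrate (final) initiates; reads at 0/10 min.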
POLI inh: DNA polymerase iota (human) inhibition | Pol iota fluorescent replication assay, 10 min | 1% of 390,000 active | Potency, µM (top dose mostly 115 µM), for the others: at the highest dose activity, negative = inhibition, most hits filed as inhibitors; note: potency is the fitted concentration of half-maximal effect
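Pol iota at 10 nM preincubated 15 min with compounds at room temperature; reaction started with fluorescent substrate, 50 nM final. Fluorescence read kinetically at 0 and 10 min; buffer-only wells as negative control.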
BLM inh: Bloom syndrome helicase (human) inhibition. recombinant BLM DNA unwinding, fluorescence dequenching. AID 2528. Potency, µM (doses to about 56.1 µM), inactives show at the top dose activity change, negative = inhibition, usual class: inhibitors. 0.2% of 350,000 active;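 note: potency is the fitted concentration of half-maximal effect; plate controls were vehicle for no effect and no enzyme for full effect; nearly all actives have a fitted effect of over 35% in size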
TRHR agonist: activates the human TRH receptor | activation, % at 2 µM | TRHR cells, calcium flux fluo-8, FDSS agonist mode | AID 493084 | 0.18% of 360,000 active | P34981; in the data active = activation above about 30%; note: 0% is about no effect
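TRHR-expressing cells, plated overnight in medium with 10% serum, were loaded with fluo-8 calcium dye at room temperature. After a 10 s baseline, library compound was pin-added and calcium release was recorded kinetically (ex 480/em 530) as agonist response.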
POLB inh: inhibitors of human DNA polymerase beta; P06746; Pol beta primer extension/strand displacement, fluorescence kinetic; Potency, µM (titrated, usually from 114 µM), without a hit: at the highest dose activity change, negative = inhibition, usual class: inhibitors; 1.3% of 340,000 active; AID 485314; note: potency is the fitted concentration of half-maximal effect; % is set by controls: 0 for no effect and ±100 for the full control effect
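Enzyme-only controls used 10 nM Pol beta; buffer lacking enzyme served as negative control. Compound preincubated 15 min, then 50 nM substrate added; 0 and 10 min reads at room temperature.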
ERG Ets-DNA blk: ERG Ets/DNA interaction inhibition. P11308. Potency, µM (titrated, usually from 76.9 µM), inactives show top-dose FP activity, negative = inhibition, actives largely listed as inhibitors. AID 624246. 0.028% of 370,000 active. fluorescence polarization, His-ERG Ets domain / labelled DNA; active = well fitted inhibition curve with a large enough effect in the polarisation, with a control signal flat; inconclusive = small, poorly fitted or top-dose-only effect, or effect the other way, or a change in a side signal; inactive = no such curve, though single readings can be large or run the other way; the % refers to the polarisation;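 note: polarization taken with two DNA probes labelled with fluorescein and Texas red; potency is the fitted concentration of half-maximal effect; % of control where 0% means no effect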
Target sequence (P11308 whole entry, looked up, the tested form may be a part): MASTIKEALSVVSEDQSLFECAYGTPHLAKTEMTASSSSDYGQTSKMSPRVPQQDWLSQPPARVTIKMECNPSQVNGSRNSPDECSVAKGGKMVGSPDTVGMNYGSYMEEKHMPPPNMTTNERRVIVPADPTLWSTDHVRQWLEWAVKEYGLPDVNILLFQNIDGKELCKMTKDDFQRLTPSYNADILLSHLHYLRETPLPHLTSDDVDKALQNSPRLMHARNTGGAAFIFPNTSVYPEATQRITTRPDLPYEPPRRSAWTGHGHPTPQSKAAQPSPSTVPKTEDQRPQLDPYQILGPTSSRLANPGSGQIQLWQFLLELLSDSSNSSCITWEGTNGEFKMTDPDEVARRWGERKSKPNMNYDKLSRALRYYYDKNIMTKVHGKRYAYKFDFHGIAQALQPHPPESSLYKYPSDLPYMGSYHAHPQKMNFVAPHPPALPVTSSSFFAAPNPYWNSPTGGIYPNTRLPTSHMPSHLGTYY
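His-tagged ERG Ets domain (1 uM in the protein solution; 300mM KCl, 50mM Tris-HCl, 1mM EDTA, 1mM DTT, pH 7.5) received compound, then a probe mix of 5 nM fluorescein-DNA and 100nM Texas-615-DNA. Fluorescence polarization was read for both dyes.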
APEX1 inh: APE1 (human) endonuclease inhibition; P27695; Potency, µM (titrated, usually from 65.8 µM), for the others: at the top dose activity change, negative = inhibition, most hits filed as inhibitors; 0.35% of 350,000 active; recombinant APE1, TAMRA/BHQ-2 abasic DNA cleavage fluorescence;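 note: potency is the fitted concentration of half-maximal effect; plate controls were vehicle for no effect and reference inhibitor for full effect; nearly all actives have a fitted effect of over 55% in size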
Target sequence (P27695 whole entry, looked up): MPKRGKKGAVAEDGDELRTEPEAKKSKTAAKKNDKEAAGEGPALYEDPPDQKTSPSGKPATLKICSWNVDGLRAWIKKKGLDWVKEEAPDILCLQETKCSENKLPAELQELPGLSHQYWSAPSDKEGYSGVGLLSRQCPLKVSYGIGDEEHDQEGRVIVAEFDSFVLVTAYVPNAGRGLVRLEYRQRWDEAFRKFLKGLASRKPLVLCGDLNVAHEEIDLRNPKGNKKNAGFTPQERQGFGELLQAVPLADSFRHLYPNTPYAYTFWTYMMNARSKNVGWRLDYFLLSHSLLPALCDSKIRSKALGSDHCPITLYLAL
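APE1 at 0.75 nM preincubated 15 min at room temperature with compound. Reaction then started with 50 nM double-stranded THF-abasic substrate labelled with TAMRA/BHQ-2, and 525/598 nm fluorescence read kinetically. Activity taken as third-minus-first read difference, normalized to DMSO and NSC13755 controls.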
Anesthetic bind: binds horse apoferritin like a general anesthetic; P02791; apoferritin/1-aminoanthracene competitive binding, fluorescence; Potency, µM (titrated, usually from 77.5 µM), without a hit: top-dose activity change, negative = displacement, actives largely listed as inhibitors; 0.074% of 350,000 active; AID 485281; note: potency is the fitted concentration of half-maximal effect; % is set by controls: 0 for no effect and ±100 for the full control effect; nearly all actives have a fitted effect of over 20% in size
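Probe: 1-aminoanthracene (50% saturated, PBS). Protein: horse-spleen apoferritin, 10 uM. Incubation: 10 min, room temperature. Detection: 380 nm excitation, 535 nm emission. Analysis: normalized response, four-parameter Hill.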
An asterisk follows results filed as active; ? = inconclusive; nt = not tested or not shown; [ ] = dose if it differs, or a comment. Unless noted, calls come from the whole dose curve; as a rule, active = well fitted curve in the direction sought with a large enough effect; inconclusive = small, poorly fitted or top-dose-only effect, or another doubt; inactive = no such curve, though single readings can be large; an effect the other way counts as inactive or inconclusive. A portion of the library (hit frequency here may not be typical).

The opening 2 compounds, ahead of the listing:
SMILES | ALOX12 inh | Pol kappa inh | POLI inh | BLM inh | TRHR agonist | POLB inh | ERG Ets-DNA blk | APEX1 inh | Anesthetic bind
Cc1nn(-c2ccc(N3CCCC3)nn2)c(C)c1CCC(=O)Nc1ccccc1 | -3% | 16% | 12% | 1% | 0.1 | 1% | -3% | nt | -1%
CC12CCC(C(=O)N(c3ccccn3)c3ccccn3)(OC1=O)C2(C)C (stereo not drawn) | 0% | 5% | -3% | -2% | -0.4 | 26% | 6% | -1% | -3%

The list itself, repeating the preview:
SMILES | ALOX12 inh | Pol kappa inh | POLI inh | BLM inh | TRHR agonist | POLB inh | ERG Ets-DNA blk | APEX1 inh | Anesthetic bind
Cc1nn(-c2ccc(N3CCCC3)nn2)c(C)c1CCC(=O)Nc1ccccc1 | -3% | 16% | 12% | 1% | 0.1 | 1% | -3% | nt | -1%
CC12CCC(C(=O)N(c3ccccn3)c3ccccn3)(OC1=O)C2(C)C (stereo not drawn) | 0% | 5% | -3% | -2% | -0.4 | 26% | 6% | -1% | -3%
CC(=O)Nc1cc(Cl)ccc1OS(=O)(=O)c1ccc(C)cc1 | -25% | -11% | 288%[activator] | -1% | -1.3 | 32% | 8% | 1% | -13%
CCOC(=O)c1cc(NC(=O)CNCC(c2ccccc2)N(C)C)cc(C(=O)OCC)c1 (stereo not drawn) | 0% | -3% | 36%[activator] | -12% | -0.4 | -7% | 15% | 3% | 8%
Cc1cc(C)cc(NC(=O)CCc2nc3sc4c(c3c(=O)[nH]2)CCCC4)c1 | ? | ? | 45µM* | nt | -0.1 | nt | 9% | -13% | nt
CCOC(=O)C1CCCN(C(=O)c2ccc3c(c2)N(C)C(=O)/C(=C/c2ccccc2Cl)S3)C1 (stereo not drawn) | -20% | -6% | ? | -7% | 0.4 | 14% | -14% | -3% | -20%
CCn1c(COc2ccccc2C)nnc1SCC(=O)N1CCC(C)CC1 | -18% | -14% | -17% | -2% | -0.7 | -4% | -2% | 0% | ?
O=C(CSc1nc2ccccc2c(=O)[nH]1)Nc1ccc([N+](=O)[O-])cc1 | -20% | -5% | 62%[activator] | nt | nt | nt | 11% | 12% | nt
CCC(Oc1ccccc1)C(=O)Nc1ccccc1C(=O)N1CCCCC1 (stereo not drawn) | 8% | -12% | 22% | -4% | -0.3 | -2% | -10% | 22% | -12%
COc1ccc(C(=O)NNC(=S)Nc2ccccc2)cc1 | -2% | -11% | 128%[activator] | -5% | -0.2 | 9% | 13% | 1% | -1%
O=C(NC1(C(F)(F)F)C(=O)Nc2c1c(=O)[nH]c(=O)n2Cc1ccco1)C1CCCCC1 (stereo not drawn) | -14% | -1% | ? | -6% | 0.4 | 8% | -1% | 26% | 1%
COc1ncc(-c2ccc3c(c2)S(=O)(=O)c2cccc(C(=O)NCc4ccco4)c2C3=O)cn1 | -21% | -13% | 25% | nt | -0.4 | nt | -1% | -10% | nt
Cc1ccc(Cl)cc1Nc1sc(C(=O)c2ccc(F)cc2)c(N)c1S(C)(=O)=O | -4% | 4% | 34%[activator] | -4% | -0.4 | 8% | -4% | nt | 31%[activator]
Cc1cc([N+](=O)[O-])ccc1NCc1ccco1 | -15% | -2% | 28% | -3% | -1.4 | 2% | 6% | -5% | ?
CCc1nc2oc3ccccc3c(=O)c2c(=O)n1Cc1ccc(OC)cc1 | 0% | -7% | -4% | 1% | -0.3 | 31% | 9% | 0% | -24%
O=C(CNC(=S)N(Cc1ccccc1F)C1CCCCC1)NCCN1CCOCC1 | -2% | -12% | 83%[activator] | -5% | 0.2 | 1% | -2% | -4% | -10%
CCC(CC)C(=O)NCCc1cc2c(C)ccc(C)c2[nH]c1=O | ? | -1% | 4% | 1% | 0.7 | 4% | 7% | -4% | -2%
Cc1cc(=O)c2ccc3ccccc3c2[nH]1 | -5% | 3% | 61%[activator] | 5% | 0.7 | 1% | 0% | -4% | -13%
Cc1ccc(-c2nnc(NC(=O)C3=COCCO3)o2)c(C)c1 | 12% | 3% | 62%[activator] | nt | -0.3 | nt | 1% | 11% | nt
Cc1cc(-c2ccccc2)[nH]c(=O)c1S(=O)(=O)c1ccccc1 | 8% | -14% | 20% | -4% | nt | 22% | -15% | 8% | ?
COc1ccccc1C1=NC(c2ccccc2)CN1c1ccccc1 (stereo not drawn) | -14% | -10% | 15% | -8% | -0.2 | -3% | 8% | -8% | 383%[activator]
COCCCNS(=O)(=O)c1ccc2[nH]c3c(c2c1)CCCCC3 | 1% | -14% | 29% | -7% | -0.2 | 0% | -4% | 0% | -4%
Cc1cc(C(=O)OCC(=O)NC(C)c2ccccc2)c(C)o1 (stereo not drawn) | 1% | -18% | 1% | -9% | -0.5 | -21% | -4% | -11% | ?

For convenience, some entries already given.
SMILES | ALOX12 inh | Pol kappa inh | POLI inh | BLM inh | TRHR agonist | POLB inh | ERG Ets-DNA blk | APEX1 inh | Anesthetic bind
CC12CCC(C(=O)N(c3ccccn3)c3ccccn3)(OC1=O)C2(C)C (stereo not drawn) | 0% | 5% | -3% | -2% | -0.4 | 26% | 6% | -1% | -3%
CC(=O)Nc1cc(Cl)ccc1OS(=O)(=O)c1ccc(C)cc1 | -25% | -11% | 288%[activator] | -1% | -1.3 | 32% | 8% | 1% | -13%

4 structures out of the list, arranged by formula weight, highest first.
SMILES | ALOX12 inh | Pol kappa inh | POLI inh | BLM inh | TRHR agonist | POLB inh | ERG Ets-DNA blk | APEX1 inh | Anesthetic bind
COc1ncc(-c2ccc3c(c2)S(=O)(=O)c2cccc(C(=O)NCc4ccco4)c2C3=O)cn1 | -21% | -13% | 25% | nt | -0.4 | nt | -1% | -10% | nt
O=C(NC1(C(F)(F)F)C(=O)Nc2c1c(=O)[nH]c(=O)n2Cc1ccco1)C1CCCCC1 (stereo not drawn) | -14% | -1% | ? | -6% | 0.4 | 8% | -1% | 26% | 1%
Cc1cc(-c2ccccc2)[nH]c(=O)c1S(=O)(=O)c1ccccc1 | 8% | -14% | 20% | -4% | nt | 22% | -15% | 8% | ?
Cc1cc(C(=O)OCC(=O)NC(C)c2ccccc2)c(C)o1 (stereo not drawn) | 1% | -18% | 1% | -9% | -0.5 | -21% | -4% | -11% | ?
